Source: PubChem (several laboratories)
PP5 inh: PP5 phosphatase inhibitors, primary screen, biochemical, fluorescence; Serine/threonine-protein phosphatase 5 (Homo sapiens), P53041; purified PP5c, OMFP substrate fluorescence; inhibition, % at 6.7 µM; 320,000 compounds, 0.18% hits;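 active = inhibition above the campaign's mean inhibition across all tested compounds plus 3 SD, cut at about 9.5% in these data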;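 also: 0% = DMSO only and 100% = 100 µM cantharidin control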
proCasp3 act: activators of human procaspase-3 D3A mutant, primary screen, biochemical, absorbance, PC-3 D3A mutant, single concentration | Caspase-3 (Homo sapiens), P42574 | recombinant procaspase-3 D3A, Ac-DEVD-pNA absorbance 405 nm | activation, % at 8.5 µM | 330,000 compounds, 0.11% hits | AID 463141, 2010;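 active = activation above the mean of all tested compounds plus 3 SD, cut at about 21% in these data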;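 also: 0% = DMSO alone and 100% = DMSO wells spiked with extra 5 µM PC-3 D3A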
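Evaluation: percent activation relative to control range; Material: Procaspase-3 D3A mutant, all three cleavage aspartates alanine; Compound: single dose, 8.5 µM nominal compound, 0.8% DMSO; Replication: one well per compound; Signal: absorbance at 405 nm, 0 and 120 min; Schedule: 1 h preincubation plus 2 h reaction at 25 °C.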
GASC-1 inh: inhibitors of GASC-1 histone demethylase, primary screen, biochemical, fluorescence, DELFIA europium; AID 2099, 2009; GST-JMJD2C(1-420) H3K9me3 demethylation; 330,000 compounds, 0.069% hits; inhibition, % at 2.35 µM; Lysine-specific demethylase 4C (Homo sapiens), Q9H3R0;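 active = more than half of a compound's replicate wells show inhibition beyond 50%, single wells judged on their own value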;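 also: signal counts dimethyl H3K9 product captured on neutravidin plate; 0% = median of DMSO wells and 100% = 0.3 times that DMSO median; strong numbers were not always called active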
GRK2 aptamer HTS: compounds blocking aptamer binding on GRK2 – biochemical, human GRK2, bead flow cytometry, HTS, primary screen; AID 488847, 2010; Beta-adrenergic receptor kinase 1 (Homo sapiens), P25098; 330,000 compounds, 0.59% hits; FAM-aptamer displacement from GRK2; inhibition of aptamer binding, % at 10 µM;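 active = inhibition of aptamer binding above 40%, roughly 3 SD of noise, on plates passing a quality check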;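 also: median bead fluorescence of bound FAM aptamer so fluorescent compounds give negative values; no value below 0 was filed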
HCV core dimer: inhibitors of HCV core protein dimerization, primary screen, biochemical, TR-FRET, high-throughput; TR-FRET GST/Flag-core106 dimerization, 1536-well; inhibition, % at 5 µM; 300,000 compounds, 0.33% hits;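 active = inhibition above the mean of all tested compounds plus 3 SD, set per screening campaign, cut at about 45% in these data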
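System: GST-tagged and Flag-tagged HCV core protein residues 1-106 / Input: core106 proteins, GST 13.5 nM and Flag 17 nM / Buffer or medium: KF-containing HEPES buffer, pH 7.45, DTT, CHAPS, BSA / Probe or stimulus: Eu-anti-GST and XL665-anti-Flag labelled anti-tag antibodies / Schedule: 4 h, 22.5 °C incubation / Technique: TR-FRET 671 and 617 nm emission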
proCasp7 act: procaspase-7 activators, primary screen, counter-screen for procaspase-3 activator project, biochemical, absorbance, HTS, human; Caspase-7 (Homo sapiens), P55210; recombinant procaspase-7, Ac-DEVD-pNA absorbance 405 nm; D23A/D198A/D206A triple mutant, cannot self-cleave; scale: DMSO 0, 5 µM enzyme 100; activation, % at 8.5 µM; 330,000 compounds, 0.093% hits;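 active = percent activation above the screen-wide mean plus 3 SD, cut at about 25% in these data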
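System: Procaspase-7 triple mutant (PC-7 D3A); measure: % activation from two-timepoint absorbance difference, scaled to controls; times: 1 h compound preincubation, 2 h substrate cleavage, 25 °C; also added: Ac-DEVD-pNA substrate, 400 µM as added; measured by: Epi-absorbance of released pNA at 405 nm, two timepoints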
VLA-4 inh: inhibition in human VLA-4 binding assay, primary screen, VLA-4 allosteric modulator project, MLPCN library, flow cytometry, VLA-4 expressing cells | ligand binding flow cytometry | 330,000 compounds, 0.2% hits | AID 2557, 2010 | Integrin alpha-4 (Homo sapiens), P13612 | inhibition, % (about 7 µM as worked out from the volumes in the protocol); in the data active = inhibition above about 50%
Target sequence (P13612 whole entry, looked up): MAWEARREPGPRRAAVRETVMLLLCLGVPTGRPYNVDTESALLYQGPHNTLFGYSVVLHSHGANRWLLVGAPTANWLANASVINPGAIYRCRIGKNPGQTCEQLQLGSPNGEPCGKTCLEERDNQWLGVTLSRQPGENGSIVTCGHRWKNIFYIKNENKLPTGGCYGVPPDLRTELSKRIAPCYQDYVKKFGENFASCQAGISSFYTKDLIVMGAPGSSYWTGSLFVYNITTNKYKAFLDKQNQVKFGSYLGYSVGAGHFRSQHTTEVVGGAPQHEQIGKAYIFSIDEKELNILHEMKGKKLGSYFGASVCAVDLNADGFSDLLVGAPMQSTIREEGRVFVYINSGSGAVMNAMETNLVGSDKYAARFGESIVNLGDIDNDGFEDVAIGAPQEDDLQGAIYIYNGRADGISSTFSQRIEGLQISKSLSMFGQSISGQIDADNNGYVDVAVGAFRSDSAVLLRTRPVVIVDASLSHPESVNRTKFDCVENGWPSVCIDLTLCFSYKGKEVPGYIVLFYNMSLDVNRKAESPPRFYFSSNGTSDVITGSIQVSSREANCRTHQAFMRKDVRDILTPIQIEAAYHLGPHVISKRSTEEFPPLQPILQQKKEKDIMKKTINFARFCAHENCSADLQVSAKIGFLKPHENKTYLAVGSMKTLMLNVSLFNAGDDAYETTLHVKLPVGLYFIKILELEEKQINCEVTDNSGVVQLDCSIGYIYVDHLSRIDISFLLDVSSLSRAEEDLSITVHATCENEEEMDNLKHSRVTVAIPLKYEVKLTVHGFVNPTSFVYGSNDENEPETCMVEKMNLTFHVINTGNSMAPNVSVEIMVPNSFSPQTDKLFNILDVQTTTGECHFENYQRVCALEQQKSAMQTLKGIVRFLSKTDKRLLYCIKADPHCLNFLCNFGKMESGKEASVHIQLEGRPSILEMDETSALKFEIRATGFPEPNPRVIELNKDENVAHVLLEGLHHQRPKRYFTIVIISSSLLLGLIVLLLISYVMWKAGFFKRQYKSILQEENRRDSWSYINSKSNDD
PP1 counter: PP1-alpha phosphatase inhibitors, primary screen, counter-screen for PP5 inhibitor project, biochemical, fluorescence, OMFP substrate, single point. AID 2235, 2010. 320,000 compounds, 0.9% hits. purified PP1alpha. inhibition, % at 6.7 µM. Serine/threonine-protein phosphatase PP1-alpha catalytic subunit (Homo sapiens), P62136;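 active = inhibition above the mean inhibition of all tested compounds plus 3 SD, computed separately for each screening campaign, cut at about 15% in these data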
CTSL1 counter: Fasciola hepatica cathepsin L1 inhibitors, primary screen, counter-screen for PFM18AAP inhibitor project, biochemical, QFRET, fluorogenic peptide substrate | recombinant F. hepatica cathepsin L1, Z-Leu-Arg-MCA fluorescence | inhibition, % at 5.96 µM | 300,000 compounds, 0.49% hits;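 active = inhibition above the mean of all tested compounds plus 3 SD, set per screening campaign, cut at about 17% in these data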;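 also: 0% = plate median of test compound wells and 100% = 1 µM Z-Phe-Ala-diazomethylketone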
Numbers without * were called inactive; . = no result given.

SMILES	PP5 inh	proCasp3 act	GASC-1 inh	GRK2 aptamer HTS	HCV core dimer	proCasp7 act	VLA-4 inh	PP1 counter	CTSL1 counter
CCC/C(O)=C1\C(=O)CC(C)(C)CC1=Nc1ccccc1OC	3.9	-3	0	0	6	-1	15	-3	6
CC(OC(=O)c1ccc(Cl)c(S(=O)(=O)N2CCOCC2)c1)C(=O)NC1CCCCC1C (stereo not drawn)	-1.2	-6	-5	3	-2	7	2	-1	-22
CC1CCN(C(=O)C(C)NCc2ccc(F)cc2)CC1 (stereo not drawn)	1.9	7	4	0	-9	5	-3	-1	-1
Cc1c(NC(=O)COC(=O)CSc2ccc([N+](=O)[O-])cc2)c(=O)n(-c2ccccc2)n1C	1.4	-5	-4	0	.	4	42	8	.
O=C(CN(C(=O)c1ccc(Cl)cc1)N1C(=O)C2C3C=CC(C3)C2C1=O)c1cccs1 (stereo not drawn)	-0.3	-3	-27	4	7	10	-4	7	-7
Cc1ccc(NC(=O)CN(C)C(=O)c2ccc(-n3cncn3)c([N+](=O)[O-])c2)cc1	1.2	-4	5	3	-4	17	1	-2	-4
Cc1ccccc1C(O)c1ccccn1 (stereo not drawn)	-1.1	-2	7	0	2	3	4	-8	-8
CC(c1ccccc1)N1C(=O)c2ccccc2C1O (stereo not drawn)	2.3	3	-4	2	-13	2	-8	-2	0
Cc1cc(/C=C(\C#N)C(=O)NCC2CCCO2)c(C)n1-c1ccc(Cl)cc1 (stereo not drawn)	3.5	-2	8	1	1	8	-31	3	4
CCCCn1c(N)c(N(CC)C(=O)c2ccccc2C(F)(F)F)c(=O)[nH]c1=O	2.0	3	-1	0	3	-6	10	1	1
COCC(C)n1c(SCc2cc(=O)n3cc(C)ccc3n2)nc2ccccc2c1=O (stereo not drawn)	-2.4	3	-3	0	4	0	13	-6	-7
O=C(Nc1cccc(Cl)c1)Nc1ccc2nccnc2c1	4.1	-12	-23	0	1	-14	1	2	3

Reprinted from the listing, 11 compounds:
SMILES	PP5 inh	proCasp3 act	GASC-1 inh	GRK2 aptamer HTS	HCV core dimer	proCasp7 act	VLA-4 inh	PP1 counter	CTSL1 counter
CC(OC(=O)c1ccc(Cl)c(S(=O)(=O)N2CCOCC2)c1)C(=O)NC1CCCCC1C (stereo not drawn)	-1.2	-6	-5	3	-2	7	2	-1	-22
CC1CCN(C(=O)C(C)NCc2ccc(F)cc2)CC1 (stereo not drawn)	1.9	7	4	0	-9	5	-3	-1	-1
Cc1c(NC(=O)COC(=O)CSc2ccc([N+](=O)[O-])cc2)c(=O)n(-c2ccccc2)n1C	1.4	-5	-4	0	.	4	42	8	.
O=C(CN(C(=O)c1ccc(Cl)cc1)N1C(=O)C2C3C=CC(C3)C2C1=O)c1cccs1 (stereo not drawn)	-0.3	-3	-27	4	7	10	-4	7	-7
Cc1ccc(NC(=O)CN(C)C(=O)c2ccc(-n3cncn3)c([N+](=O)[O-])c2)cc1	1.2	-4	5	3	-4	17	1	-2	-4
Cc1ccccc1C(O)c1ccccn1 (stereo not drawn)	-1.1	-2	7	0	2	3	4	-8	-8
CC(c1ccccc1)N1C(=O)c2ccccc2C1O (stereo not drawn)	2.3	3	-4	2	-13	2	-8	-2	0
Cc1cc(/C=C(\C#N)C(=O)NCC2CCCO2)c(C)n1-c1ccc(Cl)cc1 (stereo not drawn)	3.5	-2	8	1	1	8	-31	3	4
CCCCn1c(N)c(N(CC)C(=O)c2ccccc2C(F)(F)F)c(=O)[nH]c1=O	2.0	3	-1	0	3	-6	10	1	1
COCC(C)n1c(SCc2cc(=O)n3cc(C)ccc3n2)nc2ccccc2c1=O (stereo not drawn)	-2.4	3	-3	0	4	0	13	-6	-7
O=C(Nc1cccc(Cl)c1)Nc1ccc2nccnc2c1	4.1	-12	-23	0	1	-14	1	2	3

Carrying on:
SMILES	PP5 inh	proCasp3 act	GASC-1 inh	GRK2 aptamer HTS	HCV core dimer	proCasp7 act	VLA-4 inh	PP1 counter	CTSL1 counter
COc1ccc(-n2c(SCC(N)=O)nc3sc4c(c3c2=O)CCN(C)C4)cc1	4.0	-1	-6	1	5	0	25	0	2
Cc1csc2nc(CNC(=O)C3CC=CCC3C(=O)O)cn12 (stereo not drawn)	2.0	5	-5	0	-16	-2	19	0	-2
COC(=O)c1nc(-c2ccccc2)oc1N1CCOCC1	-1.3	-4	-7	1	0	8	-2	5	-2
CN1CCN(c2ccc(NC(=O)c3cc4ccccc4o3)cc2)CC1	1.8	2	-6	.	0	-6	18	-2	1
COc1ccccc1N1CCN(c2nc(-c3ccccc3)cc(C(F)(F)F)n2)CC1	1.8	7	2	2	-3	5	-3	-4	2
CCOc1ccc(C(=O)NCC(=O)OCC(=O)Nc2ccc(C)c(S(=O)(=O)N(C)C)c2)cc1	1.9	-2	-19	0	4	2	5	0	-18
CC(=O)Nc1ccc(N(CC(O)Cn2c3ccccc3c3ccccc32)S(=O)(=O)c2ccc(C)cc2)cc1 (stereo not drawn)	1.6	-9	27	1	8	10	-8	-1	2
Brc1ccccc1-c1nc2c3ccccc3ncn2n1	1.4	-16	3	0	.	-10	-5	1	.
C=CCOc1ccc(Oc2cc(C)nc(SC)n2)nn1	0.1	-6	-5	0	-3	3	0	-2	-1
Cc1c(Cl)cccc1NC(=O)Cc1cccs1	5.4	1	-5	2	-4	-6	2	-3	-1
COc1ccc([N+](=O)[O-])cc1/C=N/Nc1nn[nH]n1	2.6	3	16	2	-2	2	4	-4	-2
O=C(NCC(=O)N(Cc1ccco1)C(C(=O)NC1CCCC1)c1cccnc1)c1ccco1 (stereo not drawn)	-0.2	4	-5	0	-9	-1	7	0	2
CC(=O)c1ccc(NC(=O)C(C)OC(=O)C2CC(=O)N(c3ccc4c(c3)OCCO4)C2)cc1 (stereo not drawn)	1.4	8	-5	2	-4	4	5	1	-20
CCP(=O)(c1ccccc1)C(C)(C)O (stereo not drawn)	-0.2	3	-1	3	-8	1	1	-1	-1
Cn1c2cc(Br)sc2c2cnn(Cc3c(F)cccc3Cl)c(=O)c21	.	8	.	0	.	-2	48	.	.
CCCC(=O)C1=C(O)C(C(=O)OC)C(C)(C)CC1=Nc1ccccc1 (stereo not drawn)	2.1	3	4	8	4	14	-1	0	-5
COc1ccc(-c2noc(C(C)NC(=O)c3ccco3)n2)cc1OC (stereo not drawn)	-2.1	8	-2	1	-3	7	-5	2	-5
CSc1cccc(NC(=O)CCCNC(=O)c2ccc(Cl)cc2)c1	1.4	0	5	1	3	6	-9	-1	-2
CCOc1ccc(NC(=O)CN(C)C(=O)Cc2sc(C)nc2-c2ccc(F)cc2)cc1OCC	1.7	6	-5	0	.	-1	15	0	.
CC(=O)c1cccc(N=c2scc(-c3ccc(S(=O)(=O)N4CCOCC4)cc3)n2CCO)c1	1.0	-26	-14	5	-4	-23	-21	0	-2
CC(=O)NC12CC3CC(C1)CC(C(=O)OCC(=O)Nc1ncc(Cl)cc1Cl)(C3)C2	0.6	5	3	0	22	9	-12	1	-5
Cc1ccc(OCc2cc(C(=O)NCCn3cccn3)no2)cc1C	4.1	11	-5	0	-12	-5	-6	2	-4
COc1ccc(CCNC(=O)CSc2cccc3cccnc23)cc1OC	2.6	-3	-15	2	-1	-7	-2	-1	-6
S=c1[nH]nc(-c2cc(-c3ccco3)[nH]n2)n1-c1ccccc1	-0.2	-9	11	7	0	-25	-3	7	-2
Cc1ccc(C)c(N2C(=O)CC(N3CCN(Cc4ccc5c(c4)OCO5)CC3)C2=O)c1 (stereo not drawn)	4.2	-9	-7	1	-2	-3	-16	-1	0
O=C(CNC(=O)c1ccccc1)OCc1cccc([N+](=O)[O-])c1	1.6	-8	-11	0	-5	0	-1	3	-8
COc1ccc(Cl)cc1NC(=O)C(C)NC(c1ccccc1)c1ccccc1 (stereo not drawn)	0.7	-7	3	3	5	-4	26	2	1
Cc1nn(-c2ccc3ccccc3c2)c(=O)c2ccccc12	3.9	5	-2	1	5	-3	-2	1	2
CC(=O)N1CCN(c2ccc(NCc3ccc(Br)o3)cc2)CC1	1.9	-7	2	0	.	-11	12	-5	.
COC(=O)c1ccc(NC(c2ccc(Cl)cc2)P(=O)(OC)OC)cc1 (stereo not drawn)	-0.3	8	17	3	1	6	8	-1	-1
CCC(CC)C(=O)Nc1c2c(nn1-c1ccc(C)cc1)CS(=O)(=O)C2	-0.8	0	1	2	2	-4	24	-3	-1
COc1ccc(C)cc1NC(=O)C(OC(=O)CNC(=O)c1cccc(F)c1)c1ccccc1 (stereo not drawn)	2.1	8	.	1	-3	-5	5	3	29*
COc1cc2c(C(=O)N(C)c3ccc(F)cc3)cn(C)c(=O)c2cc1OC	3.0	7	-8	0	-10	20	5	-1	-4
Cc1ccc(CN(Cc2ccco2)S(=O)(=O)c2ccc(S(=O)(=O)NCC3CCCO3)cc2)cc1 (stereo not drawn)	1.2	4	0	1	12	3	12	1	0
COc1ccc(COC[C@H](C)[C@H](O)[C@@H](C)[C@H]2OC(=O)[C@@H]2C)cc1	3.0	6	22	3	-6	1	-14	-1	-2
O=C(NCc1ccco1)c1cc(S(=O)(=O)NC2CC2)ccc1Br	.	1	-1	1	.	17	-2	.	.
Cc1ccc(C(=O)NCCNS(=O)(=O)c2ccccc2)cn1	1.5	9	4	1	-12	10	18	2	0
CC(C)OCCCNc1nc2c(-c3ccccc3)nnn2c2ccccc12	-1.6	18	-11	1	5	1	6	-2	0
Cc1ccc(CCNS(=O)(=O)c2c(C)nc3sccn3c2=O)cc1	3.0	6	-17	1	-6	3	1	0	-1
